Screens as filed in PubChem.
Dengue-2 NS5 capping – Dengue-2 NS5 methyltransferase inhibitors, primary screen, biochemical, confirmation dose response (AID 588689) | Genome polyprotein (Dengue virus type 2 (strain 16681-PDK53)) | Dengue-2 NS5 methyltransferase capping enzyme assay, biochemical; higher % means a stronger effect | hit rate 0.3% among 340,000 | one-dose inhibition, % at 25 µM; IC50 in µM for titrated hits; in the data active = a potency from the dose series; inconclusive = inhibition above about 29% without an active follow-up result
West Nile antiviral – West Nile virus antiviral activity, cell-based, CPE readout (AID 1621). West Nile virus-infected cells, CPE inhibition; higher % means a stronger effect. CPE inhibition, % at 10 µM; hits with a dose series show IC50 in µM. hit rate 0.02% among 290,000; in the data active = a potency from the dose series; inconclusive = CPE inhibition mostly from about 3.7% at the one dose, without a potency; inactive = the rest, 99 in 100 with CPE inhibition below about 2.2%; also: strong numbers were not always called active
GPR55 activation – GPR55 agonists via beta-arrestin recruitment, primary screen, imaging, U2OS cells, beta-arrestin-GFP redistribution (AID 1961) | G-protein coupled receptor 55 (Homo sapiens) | U2OS GPR55 beta-arrestin-GFP redistribution imaging; higher % means a stronger effect | one-dose activation, % at 10 µM; EC50 in µM for titrated hits | hit rate 0.048% among 290,000;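 active = activation above 40% with more than 50 cells counted in the well; inconclusive = wells holding fewer than 50 cells, flagged as toxic or sparse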;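 also: U2OS osteosarcoma cells stably expressing GPR55 and beta-arrestin-GFP; plate controls were DMSO negative control for no effect and LPI positive control for full effect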
NOD1 NF-kB reporter – NOD1 signaling inhibitors, primary screen, cell-based, luminescence, uHTS (AID 1578); hit rate 1% among 290,000; inhibition, % at 4 µM, or EC50 in µM where a hit was titrated; NOD1-driven NF-kB luciferase reporter cells, luminescence; higher % means a stronger effect; in the data active = inhibition mostly above about 36%, no sharp cut-off; inactive = mostly below about 34%;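 also: HEK-293T reporter cells stimulated with the NOD1 agonist gamma-tri-DAP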
KOR beta-arrestin-1 – KOR agonists, beta-arrestin recruitment, primary screen, cell-based, luminescence, uHTS (AID 1777) | Kappa-type opioid receptor (Homo sapiens) | KOR beta-arrestin recruitment, luminescence; higher % means a stronger effect | activation, % at 10 µM; hits with a dose series show EC50 in µM | hit rate 0.02% among 280,000; in the data active = activation above about 50%, passing the limit was not always enough; also: a part of the inactive calls stands beside numbers as strong as those of hits
HIV peptide binding – inhibitors of HIV fusion peptide binding, primary screen, biochemical, uHTS, fluorescence dequenching (AID 1986) | cell-free peptide binding, fluorescence dequenching, 30 min; higher % means a stronger effect | inhibition, % at 20 µM; hits with a dose series show IC50 in µM | hit rate 0.3% among 290,000; in the data active = inhibition mostly above about 52%, no sharp cut-off; inactive = mostly below about 76%; also: some results filed as inactive read as strong as hits
KOR beta-arrestin-2 – KOR antagonists, beta-arrestin recruitment, cell-based, luminescence, uHTS (AID 1778); Kappa-type opioid receptor (Homo sapiens); KOR beta-arrestin recruitment, luminescence, antagonist mode; higher % means a stronger effect; inhibition, % at 10 µM; hits with a dose series show IC50 in µM; hit rate 0.091% among 290,000; in the data active = inhibition above about 50%; also: strong numbers were not always called active
GPR35 antagonists – GPR35 antagonists blocking zaprinast-driven arrestin recruitment, primary screen, imaging, U2OS, beta-arrestin-GFP, zaprinast agonist (AID 2058); G-protein coupled receptor 35 (Homo sapiens); U2OS GPR35 beta-arrestin-GFP translocation imaging, zaprinast antagonism; higher % means a stronger effect; one-dose inhibition, % at 10 µM; IC50 in µM for titrated hits; hit rate 0.052% among 290,000;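 active = inhibition of at least 50% with at least 30 cells and total cytoplasm GFP at most 10,000,000; inconclusive = under 30 cells or total GFP of 10,000,000 plus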
GPR55 LPI antagonism – GPR55 antagonists blocking LPI-driven arrestin recruitment, primary screen, imaging, U2OS, beta-arrestin-GFP, LPI agonist (AID 2013) | G-protein coupled receptor 55 (Homo sapiens) | U2OS GPR55 beta-arrestin-GFP translocation imaging, LPI antagonism; higher % means a stronger effect | one-dose inhibition, % at 10 µM; IC50 in µM for titrated hits | hit rate 0.13% among 290,000;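 active = spots per cell inhibited over 60%, with over 100 cells counted and total cytoplasm intensity under 500,000; inconclusive = wells with under 100 cells, flagged as likely toxic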;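 also: U2OS cells stably carrying GPR55 and arrestin-GFP stimulated by 5 µM LPI near EC80; imaged beta-arrestin-GFP aggregate spots per cell after agonist stimulation; plate controls were LPI-stimulated DMSO wells for no effect and DMSO wells without LPI for full effect; some results filed as inactive read as strong as hits; confirmed hits need IC50 under 10 µM and bright autofluorescent wells are also inconclusive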
Dengue-2 NS5 capping pilot replicate – second read-out of Dengue-2 NS5 capping, no call of its own (marks repeat the call); inhibition, %; measured here: pilot screen replicate inhibition
Numbers without * were called inactive; ? = inconclusive; · = no result given; [ ] = another dose, or the depositor's remark.

SMILES	Dengue-2 NS5 capping	West Nile antiviral	GPR55 activation	NOD1 NF-kB reporter	KOR beta-arrestin-1	HIV peptide binding	KOR beta-arrestin-2	GPR35 antagonists	GPR55 LPI antagonism	others
CCCCc1nc2cc(C(=O)N3CCCC3)ccc2o1	-5%	1.2%	-0.1%	-37%	5.0%	2.4%	-1%	13%	-2%
CC(C)CN1CCC(C(=O)NCC2CCCO2)CC1 (centres undefined)	-1%	0.4%	-0.2%	-11%	-0.8%	-2.9%	-30%	-14%	12%
O=C1OCc2ccc(NC(=O)c3sccc3Cl)cc21	2%	0.0%	-0.1%	-9%	2.3%	4.1%	16%	7%	5%
CC(C)OP(=O)(OC(C)C)C(O)c1cccc([N+](=O)[O-])c1 (centres undefined)	-4%	0.1%	0.3%	-8%	-3.6%	-0.1%	4%	-11%	1%
CCc1ccc(S(=O)(=O)N2CCCC(N3CCN(c4ccc(OC)cc4)CC3)C2)cc1 (centres undefined)	-3%	-1.2%	0.8%	-4%	-3.2%	0.7%	8%	-3%	1%
Cc1noc(C)c1C(=O)N1CCc2ccccc21	2%	0.1%	0.3%	·	0.8%	1.2%	11%	1%	6%
CC(=O)c1cccc(NC(=O)C(C)N2CCc3ccccc3C2)c1 (centres undefined)	-6%	-0.2%	-0.1%	-12%	0.2%	-0.6%	6%	2%	8%
COc1ccc(OC)c(NC(=S)N2c3ccccc3CC2C)c1 (centres undefined)	-5%	-0.4%	-0.2%	-19%	4.6%	-1.3%	-31%	-9%	2%
O=C1CCCN1CN(C(=O)c1ccc2c(c1)OCO2)c1ccc(F)cc1	-3%	-0.8%	0.3%	2%	9.7%	-0.9%	-21%	11%	-2%	Dengue-2 NS5 capping pilot replicate=3.5
COc1ccc(NC(=O)C(=O)NCc2ccncc2)c(OC)c1	1%	-0.2%	1.0%	-21%	-3.0%	-1.8%	-21%	-9%	-11%
CCc1c(C)nc2[nH]nc(-c3ccccc3)n2c1=O	·	-0.2%	-0.2%	-16%	16%	-1.4%	-32%	-14%	7%
O=C(Cn1nnc(-c2ccccc2)n1)c1ccccc1	-8%	-0.2%	0.1%	-27%	8.0%	1.2%	33%	-12%	7%

Fetched by compound from the entries so far (2):
SMILES	Dengue-2 NS5 capping	West Nile antiviral	GPR55 activation	NOD1 NF-kB reporter	KOR beta-arrestin-1	HIV peptide binding	KOR beta-arrestin-2	GPR35 antagonists	GPR55 LPI antagonism	others
O=C(Cn1nnc(-c2ccccc2)n1)c1ccccc1	-8%	-0.2%	0.1%	-27%	8.0%	1.2%	33%	-12%	7%
CC(=O)c1cccc(NC(=O)C(C)N2CCc3ccccc3C2)c1 (centres undefined)	-6%	-0.2%	-0.1%	-12%	0.2%	-0.6%	6%	2%	8%

Continued.
SMILES	Dengue-2 NS5 capping	West Nile antiviral	GPR55 activation	NOD1 NF-kB reporter	KOR beta-arrestin-1	HIV peptide binding	KOR beta-arrestin-2	GPR35 antagonists	GPR55 LPI antagonism	others
CS(=O)(=O)c1ccc(Cl)c(NC(=O)Nc2ccccc2)c1	5%	0.0%	-0.2%	-12%	3.0%	0.4%	-1%	21%	1%
COC(=O)[C@H](Cc1c[nH]c2ccccc12)NC(=O)Nc1ccccc1OC	-5%	0.1%	-0.2%	-12%	2.4%	-1.1%	3%	8%	-10%
CCCN1C(=O)/C(=C/c2ccc(OCC(=O)OCC)cc2)NC1=S	-8%	0.3%	0.4%	-3%	-2.3%	-0.2%	3%	-1%	-4%
CCOC(=O)C1CCN(C(=O)Cn2nc(C)c3c(C)n(-c4ccccc4)nc3c2=O)CC1	2%	0.0%	0.2%	-12%	-1.1%	1.6%	-14%	-12%	4%
CCOC(=O)CN(Cc1ccccc1)C(=O)OC(C)(C)C	·	-0.3%	0.0%	9%	0.3%	-0.5%	-19%[20 µM]	4%	12%
CCN(CC)P1(=O)OC(c2cc(OC)c(OC)c(OC)c2)=Nc2c1c(C)nn2-c1ccccc1 (centres undefined)	-3%	0.6%	-0.2%	-11%	0.3%	1.3%	-23%	16%	0%
CC(C)(C)c1ccc(C(=O)Nc2cccc([N+](=O)[O-])c2)cc1	-5%	?	-0.2%	-22%	11%	-0.5%	-15%	-5%	3%
O=C(c1cn(-c2ccccc2)nc1-c1ccc(Br)cc1)N1CCOCC1	9%	-0.9%	0.8%	-18%	0.2%	3.1%	-2%	11%	2%
COc1cc(NC(=O)c2cc([N+](=O)[O-])ccc2Br)ccc1NC(=O)c1ccco1	2%	10%	-0.4%	-20%	1.2%	1.7%	-30%	-3%	-12%
Cc1ccccc1C(=O)NCCCNC(=O)c1ccccn1	-13%	-0.1%	-0.3%	-20%	0.4%	-0.7%	-13%	2%	-6%
CN1CCN(C(=O)c2ccc(C3SCC(=O)N3Cc3ccco3)cc2)CC1 (centres undefined)	-5%	0.4%	0.3%	6%	-0.7%	6.1%	20%	4%	7%
CC(=O)Nc1ccccc1-c1nc2ccccc2nc1OCC(=O)c1ccc(Cl)cc1	-4%	-1.1%	0.7%	-20%	-0.8%	1.0%	15%	2%	1%
Cc1cc(-c2nnc(SCC(=O)Nc3cccc(Cl)c3)n2N)n[nH]1	-15%	-0.3%	-0.1%	-14%	2.9%	0.7%	13%	4%	-5%
Cc1c(C(=O)NCCCN2CCOCC2)sc2ncnc(N3CCN(c4ccccc4)CC3)c12	-6%	1.5%	0.0%	-19%	-2.1%	-1.5%	26%	-9%	-9%
CC(NC(N)=O)C(=O)NCC(=O)OCc1ccccc1 (centres undefined)	-11%	0.6%	-0.5%	-21%	-0.7%	0.5%	-22%	-7%	18%
Cn1c(=O)c2c(nc(SCC(=O)NC34CC5CC(CC(C5)C3)C4)n2C)n(C)c1=O	-1%	0.6%	-0.2%	-6%	-6.0%	0.0%	10%	9%	3%
CCN(c1ccc(OC)cc1)S(=O)(=O)c1csc(C(N)=O)c1	-4%	-0.1%	0.0%	0%	0.3%	1.2%	3%	-11%	9%
O=S(=O)(c1ccc2ccccc2c1)n1cnc2ccccc21	1%	0.0%	-0.2%	32%	11%	23%	9%	6%	7%
Cc1ccc(S(=O)(=O)NCC(=O)N/N=C/c2ccc(Cl)cc2Cl)cc1	-4%	-1.0%	1.2%	-10%	-2.0%	-2.2%	-22%	-19%	16%
COc1ccccc1NS(=O)(=O)c1cccc(C(=O)N/N=C(\C)c2ccc(-n3ccnc3)cc2)c1	-11%	0.7%	0.5%	-10%	-5.9%	-0.3%	-12%	8%	5%
O=C(O)CNS(=O)(=O)c1ccc2c(c1)C(=O)c1cc(S(=O)(=O)NCC(=O)O)ccc1-2	10%	-0.4%	0.7%	24%	5.6%	6.4%	2%	0%	-8%
Cc1ccc(-c2nnc(-c3ccc(NC(=O)c4cccs4)cc3)o2)cc1	-2%	?	0.5%	·	-2.2%	-3.3%	0%	12%	20%
N#CC1=C(N)NC(=S)C(C(N)=O)C1c1ccc(Cl)cc1Cl (centres undefined)	17%	0.6%	0.2%	-19%	-2.9%	-2.8%	-9%	4%	5%
CCOC(=O)C1=NN(C(C)=O)C2C(=O)N(CC)C(=O)C12 (centres undefined)	·	-0.5%	-0.3%	3%	5.0%	1.4%	-5%	-5%	-7%
Cc1ccccc1-c1nc(CS(=O)(=O)CC(=O)N2CCOCC2)c(C)o1	-16%	0.0%	-0.1%	10%	0.7%	-0.4%	-6%	0%	6%
Cc1ccc(-n2ncc(C(=O)NCc3ccc4c(c3)OCO4)c2NC(=O)c2ccco2)cc1C	-5%	0.5%	-0.1%	-17%	5.9%	-1.8%	12%	0%	11%
Cc1nn(-c2ccc(C(=O)O)cc2)c(N)c1-c1ccccc1	·	·	-0.1%	-89%	-3.6%	1.2%	12%	30%	9%
COc1ccc2oc(=O)c(C(=O)N3CCN(c4ccccc4C)CC3)cc2c1	5%	-1.5%	-0.1%	-39%	-1.5%	1.8%	-1%	5%	2%
CC1(C)CC(=O)C=C(N2CCNCC2)C1	-2%	-0.1%	-0.2%	16%	5.7%	4.8%	4%	-15%	4%
Cc1nc(NCC2CCCO2)c2nnn(Cc3ccccc3)c2n1 (centres undefined)	4%	0.4%	-0.3%	3%	-1.4%	-4.3%	-12%	12%	10%
Cc1ccc(N(C(=O)c2ccccn2)C(C(=O)NC2CCCCC2)c2ccncc2)cc1 (centres undefined)	-1%	-0.4%	-0.1%	-30%	-2.9%	-1.4%	7%	-7%	8%
COC(=O)c1cc(C)sc1NC(=O)c1cccnc1	-4%	0.1%	-0.4%	-12%	-2.6%	0.5%	22%	17%	-6%
O=C(CNC(=O)C1CCCCC1)Nc1ccc(F)c(Cl)c1	2%	-0.3%	0.5%	-44%	-1.8%	1.1%	34%	4%	8%
COc1ccc(-c2cc(CCCC(=O)NCc3ccccn3)no2)cc1	-3%	-0.2%	-0.2%	-4%	-0.4%	-2.7%	-14%	0%	-4%
COc1ccc(/C=N/NC(=O)c2[nH]c3ccc(C)cc3c2-c2ccccc2)c(C(=O)O)c1OC	0%	-0.3%	0.6%	0%	-6.0%	4.1%	14%	0%	49%
COc1ccc(S(=O)(=O)N2CCOCC2)cc1C(=O)Nc1cc(C)on1	·	0.5%	0.2%	-18%	1.5%	-0.5%	29%	7%	-1%
O=S(=O)(c1ccc(F)cc1)N1CCCN(c2nccc(C(F)(F)F)n2)CC1	3%	-0.3%	0.0%	2%	3.2%	-1.0%	23%	0%	-20%
O=C1CC(C(=O)Nc2cccc(F)c2)n2ncnc2N1 (centres undefined)	-4%	0.5%	-0.3%	-8%	-3.0%	0.8%	-2%	-17%	2%
O=C(Nc1cccc(Cl)c1N1CCOCC1)c1ccc([N+](=O)[O-])o1	4%	-0.2%	-0.1%	8%	-2.4%	-1.7%	-2%	2%	18%
COc1ccc(N2C(=O)CN=C2Nc2nc(C)cc(C)n2)cc1	3%	0.2%	0.2%	·	-0.3%	-2.6%	-36%	12%	8%
COc1ccc(N2CCN(C(=O)Nc3cccc(C(F)(F)F)c3)CC2)cc1	0%	-0.2%	-0.1%	5%	-5.2%	-1.3%	-4%	-12%	12%
CNC(=O)CN(c1ccc(C(C)C)cc1)S(C)(=O)=O	-3%	-0.7%	-0.1%	3%	-1.9%	0.8%	-2%	-13%	0%	Dengue-2 NS5 capping pilot replicate=-5.5
NC(=O)C[N+]1(CC#CC(O)(c2ccccc2)c2ccccc2)CCCC1	6%	0.3%	0.1%	-18%	-1.1%	-0.7%	16%	13%	-2%

An excerpt; the hit share may differ from the screen's.
